# XIAP antagonists: XIAP antagonists, biochemical, IAP family, fluorescence polarization (AID 1018); E3 ubiquitin-protein ligase XIAP (Homo sapiens); XIAP BIR domain, fluorescence polarization peptide displacement; higher % means a stronger effect; one-dose displacement, % at 20 µM; IC50 in µM for titrated hits; 0.007% of 200,000 active; in the data active means displacement above about 50%; further: a part of the inactive calls stands beside numbers as strong as those of hits
# PMI inhibition: human PMI inhibitors, high substrate, primary screen, biochemical, fluorescence intensity, high mannose 6-phosphate (AID 1220); Mannose-6-phosphate isomerase (Homo sapiens); recombinant PMI enzyme, coupled fluorescence intensity; higher % means a stronger effect; inhibition, % at 20 µM, or IC50 in µM where a hit was titrated; 0.66% of 190,000 active
# Hep lipid drop: inhibitors of hepatocyte lipid droplet formation, primary screen, imaging, high-throughput imaging, BODIPY stain. AML12 mouse hepatocytes, oleate lipid droplets. inhibition, % at 6.5 µM. 0.4% of 240,000 active;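 active means lipid droplet intensity inhibited by at least 50%, with more than 500 cells counted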
#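 Assay system: AML12 mouse liver cells | Compound: 6.5 µM single-point dosing | Schedule: Overnight exposure | Technique: Fluorescence imaging, 20x objective, two fields per well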
# UTI89 phage lysis: inhibition of K1F phage lysis, E. coli UTI89, bacterial capsule biogenesis inhibitors, alamar blue (AID 488966) | E. coli UTI89 K1F phage lysis, alamar blue, 2 h; higher % means a stronger effect | inhibition, % at 100 µM; hits with a dose series show IC50 in µM | 0.02% of 340,000 active;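 active means phage lysis inhibition, versus mean bacterial control, above a set limit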;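 further: capsule biogenesis inhibitors block K1F phage lysis so surviving cells raise fluorescence; higher fluorescence means more inhibition of phage lysis; actives were called in the ten point dose series up to 300 µM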
# human PMI inhibition: inhibitors of human PMI, primary screen, biochemical, fluorescence intensity, coupled assay (AID 1209) | Mannose-6-phosphate isomerase (Homo sapiens) | purified PMI enzyme, coupled fluorescence intensity; higher % means a stronger effect | inhibition, % at 20 µM, or IC50 in µM where a hit was titrated | 0.42% of 190,000 active;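 further: plate controls were DMSO vehicle for no effect and wells lacking substrate for full effect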
# Siah-1 displacement: Siah-1 peptide-binding antagonists, primary screen, biochemical, fluorescence polarization, rhodamine-plectin, uHTS (AID 1817) | E3 ubiquitin-protein ligase SIAH1 (Homo sapiens) | displacement, % at 20 µM, or IC50 in µM where a hit was titrated | 0.02% of 290,000 active | Siah-1 / rhodamine-plectin peptide fluorescence polarization; higher % means a stronger effect;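 active means displacement of at least 50% at 20 µM, with a fluorescence ratio check between 0.3 and a set limit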;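 further: plate controls were Siah plus tracer with DMSO for no effect and tracer alone without Siah for full effect; strong numbers were not always called active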
# P. falciparum M1AAP: P. falciparum M1AAP inhibitors, biochemical, fluorogenic H-Leu-NHMec substrate, 1536-well (AID 1445) | 0.42% of 220,000 active | Aminopeptidase N (Plasmodium falciparum (isolate 3D7)) | one-dose inhibition, % at 30 µM; IC50 in µM for titrated hits | recombinant M1AAP, H-Leu-NHMec fluorogenic kinetic assay; higher % means a stronger effect;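 active means primary inhibition above the hit cutoff, then over 50% inhibition at one or more dose response concentrations, cut at about 23% in these data, passing the limit was not always enough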;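 further: plate controls were DMSO full reaction for no effect and no enzyme background for full effect; strong numbers were not always called active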
# M17LAP inhibition: P. falciparum M17LAP inhibitors, primary screen, biochemical, fluorogenic H-Leu-NHMec substrate, 1536-well (AID 1619); 0.38% of 220,000 active; Leucine aminopeptidase (Plasmodium falciparum (isolate 3D7)); recombinant M17LAP, H-Leu-NHMec fluorogenic kinetic assay; higher % means a stronger effect; inhibition, % at 30 µM, or IC50 in µM where a hit was titrated;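 active means compound inhibiting the enzyme by more than half at any dose during confirmatory dose-response retesting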;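 further: plate controls were full reaction with DMSO carrier for no effect and no enzyme background for full effect; strong numbers were not always called active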
# TNAP activation fold: human TNAP enzyme activators, primary screen, biochemical, luminescent, no phosphate acceptor, uHTS (AID 1001). Alkaline phosphatase, tissue-nonspecific isozyme (Homo sapiens). purified TNAP, luminescent activation assay, no phosphate acceptor; higher activation fold means a stronger effect. activation fold at 20 µM; hits with a dose series show EC50 in µM. 0.03% of 200,000 active; in the data active means activation fold from about 3, or a potency from the dose series; inactive means the rest, 99 in 100 with activation fold below about 1.6; further: many of its hits are not listed in these tables
# Hep lipid drop cells 6.5 µM: also measured in Hep lipid drop; calls as there; cell count; measured here: cell count, cytotoxicity flag;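 cells counted across two imaged fields per well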
# Active calls of the source: *; i = inactive; . = not tested or not shown; [ ] = remark or other dose. Unless noted, no stated cut-off is given here; in the data, active means inhibition above about 50%; inactive means the rest.
No.	Compound	XIAP antagonists	PMI inhibition	Hep lipid drop	Hep lipid drop cells 6.5 µM	UTI89 phage lysis	human PMI inhibition	Siah-1 displacement	P. falciparum M1AAP	M17LAP inhibition	TNAP activation fold
1	CCOc1ccc(-n2c(-c3ccccc3)c[n+]3c2CCC3)cc1	-3.8%	-6.9%	-57.4	581	-0.5%	-1.5%	-2.0%	-4.2%	2.1%	1.1
2	Cc1cc(C)cc(NC(=O)COC(=O)CN=C2NS(=O)(=O)c3ccccc32)c1	-4.1%	-5.1%	-3.4	704	-0.2%	1.2%	-3.8%	3.1%	-6.5%	0.8
3	CCCNNC(=O)C(O)(c1ccccc1)c1ccccc1	-3.2%	-6.2%	6.0	715	1.1%	7.0%	2.0%	7.9%	-5.4%	1.1
4	CN1CCN(C(=O)/C(=C\c2ccccc2)c2ccccc2)CC1	0.1%	-5.3%	0.8	724	5.2%	3.6%	-6.3%	2.1%	10.6%	1.1
5	NNc1nc(NCc2ccccc2)nc(N2CCOCC2)n1	-5.1%	-0.2%	-20.1	674	0.1%	-0.2%	2.2%	-8.0%	-0.4%	1
6	Clc1cc(Br)ccc1OCCCn1ccnc1	-5.0%	-3.5%	2.0	668	4.8%[50 µM]	-12.7%	12.4%	0.3%	9.8%	1.1
7	NC(=O)CCN1CCN(Cc2nc(C(c3ccccc3)c3ccccc3)no2)CC1	-3.5%	6.3%	-8.4	675	0.7%	16.5%	13.1%	6.0%	-3.2%	1.1
8	CC(C)COC(=O)Cc1c(O)c2ccccc2[nH]c1=O	-5.5%	8.1%	.	.	-0.1%	5.0%	-0.8%	-0.3%	-4.1%	1.1

# Given with values under each structure: entries from further up.
# Values run as follows: XIAP antagonists	PMI inhibition	Hep lipid drop	Hep lipid drop cells 6.5 µM	UTI89 phage lysis	human PMI inhibition	Siah-1 displacement	P. falciparum M1AAP	M17LAP inhibition	TNAP activation fold
[4] CN1CCN(C(=O)/C(=C\c2ccccc2)c2ccccc2)CC1
    0.1%	-5.3%	0.8	724	5.2%	3.6%	-6.3%	2.1%	10.6%	1.1
[5] NNc1nc(NCc2ccccc2)nc(N2CCOCC2)n1
    -5.1%	-0.2%	-20.1	674	0.1%	-0.2%	2.2%	-8.0%	-0.4%	1
[6] Clc1cc(Br)ccc1OCCCn1ccnc1
    -5.0%	-3.5%	2.0	668	4.8%[50 µM]	-12.7%	12.4%	0.3%	9.8%	1.1
[7] NC(=O)CCN1CCN(Cc2nc(C(c3ccccc3)c3ccccc3)no2)CC1
    -3.5%	6.3%	-8.4	675	0.7%	16.5%	13.1%	6.0%	-3.2%	1.1

# (list continues)
No.	Compound	XIAP antagonists	PMI inhibition	Hep lipid drop	Hep lipid drop cells 6.5 µM	UTI89 phage lysis	human PMI inhibition	Siah-1 displacement	P. falciparum M1AAP	M17LAP inhibition	TNAP activation fold
9	C=CCOc1ccc(-c2n[nH]c(=S)o2)cc1	-7.1%	-0.6%	-10.2	679	-0.1%	-0.6%	17.0%	4.7%	14.2%	1
10	CCc1c(C)sc(NC(=O)c2cc(C)on2)c1C#N	-3.9%	-1.9%	.	.	-0.4%	3.6%	3.5%	14.1%	1.0%	1.1
11	O=C(Nc1ccc([N+](=O)[O-])cc1)C(Cc1ccccc1)N1C(=O)c2cccc3cccc(c23)C1=O (stereo not given)	-10.1%	-4.1%	-6.3	614	-0.7%	-5.8%	2.2%	-0.3%	0.6%	1
12	O=C(Nc1cccc(C(=O)O)c1)Nc1ccccc1Cl	-3.6%	-7.1%	5.0	737	2.4%	-5.3%	8.4%	0.0%	-1.4%	1.1
13	O=C(/C=C/N1CCOCC1)c1coc2ccccc12	-5.1%	0.3%	.	.	-0.1%	-4.4%	-1.4%	13.4%	29.0%	1.1
14	Cc1ccc(NC(=O)c2ccco2)cc1NC(=O)CSc1nnc(-c2cccs2)n1C	-10.0%	19.4%	-0.3	686	-0.7%	19.5%	-0.2%	0.6%	0.4%	1
15	O=C(COc1ccccc1)Nn1c(-c2ccccc2)nc2ccccc2c1=O	-2.8%	3.3%	-2.2	675	-0.2%	-2.2%	-10.1%	2.2%	-8.6%	1
16	CC(C)(C)c1ccc(OCC(O)CN(CCO)CC(O)Cn2ccc3ccccc32)cc1 (stereo not given)	-4.9%	11.7%	-13.3	622	0.2%	12.4%	-3.5%	0.7%	-3.0%	1
17	O=C1C(Cl)=C(NCCCN2CCOCC2)C(=O)N1CCc1ccccc1	-4.0%	12.0%	-2.9	713	0.7%	15.8%	0.8%	3.4%	3.6%	1
18	CC1=NN(C(=O)c2csc(C)c2C)C(O)(C(F)(F)F)C1 (stereo not given)	1.4%	-12.1%	-14.4	687	0.0%[50 µM]	-6.8%	2.0%	-0.2%	11.4%	1.2
19	CCc1ccc(Nc2ncc3c(n2)CC(C)CC3=O)cc1 (stereo not given)	3.4%	-12.2%	2.8	671	-0.6%	-3.5%	6.5%	-1.5%	0.2%	1.1
20	Cc1ccc(S(=O)(=O)Nc2ccc(N3CCOCC3)cc2)cc1	-2.0%	0.9%	14.6	799	6.4%	5.2%	0.6%	11.4%	-3.2%	1
21	O=[N+]([O-])c1cccc(-c2nnc(C34CC5CC(CC(C5)C3)C4)o2)c1	-7.8%	5.5%	0.2	597	5.0%	16.6%	-0.5%	-2.1%	13.8%	1.1
22	CO/N=C/c1ccc(Sc2ccccc2N)c([N+](=O)[O-])c1	-1.5%	33.6%	.	.	5.1%	23.6%	0.1%	5.7%	-1.2%	1
23	CC(NC(=O)c1cccs1)C(c1cccs1)N1CCN(Cc2ccccc2)CC1 (stereo not given)	1.0%	-3.5%	4.5	727	0.2%	-5.4%	7.2%	3.2%	14.8%	1.1
24	COc1cc(CNCCCCO)ccc1OCc1ccccc1F	-7.9%	2.9%	3.8	658	0.1%	-2.0%	-2.3%	1.0%	1.4%	1.1
25	c1coc(-c2cc(C3CCNCC3)[nH]n2)c1	-4.5%	25.1%	2.0	725	-1.0%	3.5%	2.4%	-2.2%	7.0%	0.7
26	COC(=O)C1=C(CN2CCc3ccccc32)NC(=O)NC1c1cc(C)ccc1C (stereo not given)	-2.4%	-54.2%	1.1	737	0.3%	-21.2%	-8.5%	4.5%	2.6%	1
27	CC(=O)Nc1nc2ccccc2[nH]1	-3.0%	10.6%	-16.0	690	0.0%	-3.7%	3.3%	0.1%	-1.8%	0.9
28	Cc1ccc(NC(=O)CCSc2nnc3ccccn23)cc1	-5.7%	10.7%	.	.	2.4%	7.2%	2.9%	-3.1%	-3.8%	1
29	CC(C)c1nnc(SCC(=O)N2CCc3ccccc32)n1N	-2.7%	-6.3%	15.2	708	0.4%	-2.6%	4.0%	1.2%	2.1%	1.4
30	COc1ccc(N2CCN(C(=O)CCc3ccc(S(=O)(=O)NCC(C)C)cc3)CC2)cc1	-1.2%	12.5%	-12.3	744	0.2%	3.1%	-2.0%	6.0%	4.7%	1.1
31	COc1ccccc1Nc1ncnc2c1cnn2-c1cccc(C)c1	-7.6%	6.9%	.	.	-0.2%	13.5%	0.0%	19.6%	19.0%	1.1
32	Cc1cc(C(=O)NP(=O)(N2CCOCC2)N2CCOCC2)c(C)n1-c1ccc(Br)cc1	-4.7%	2.2%	11.6	690	0.3%	15.2%	-0.4%	0.0%	22.8%	1.1
33	COc1cc2c(cc1OC)CC(=O)NC=C2	-8.0%	-12.8%	-8.2	641	0.1%	-8.8%	-7.2%	-4.1%	-3.4%	1.1
34	COC(=O)c1cc(CNC(=O)c2cccc(Cl)c2)ccc1OC	-2.5%	0.5%	2.5	458	-0.3%	9.4%	10.4%	3.5%	4.0%	1.1
35	O=C(CCN1CCN(Cc2ccccc2)CC1)Nc1ccccc1Cl	-2.9%	-3.2%	-4.8	599	2.5%	-6.4%	0.6%	2.8%	4.7%	1
36	O=[n+]1c2c(n([O-])c3cc(Cl)ccc31)CCCC2	-1.1%	23.5%	.	.	0.1%	10.2%	6.1%	1.7%	19.8%	1.1
37	CN(C)Cc1c(O)c(Cl)cc2c3c(c(=O)oc12)CCCC3	-1.0%	-4.7%	6.6	786	0.3%	3.6%	-2.2%	30.1µM*	i	1.1
38	CC(C)N(Cc1nc(-c2ccccc2)no1)C(=O)COc1ccccc1	-7.5%	6.7%	.	.	0.6%	12.7%	2.4%	0.8%	-2.1%	1.1
39	CCCN1C(=O)/C(=C/c2ccc(C)s2)NC1=S	-6.3%	-10.6%	-18.7	749	2.3%	-3.5%	6.2%	1.4%	9.8%	0.8
40	O=C(NC(Cc1ccccc1)C(=O)NC1CC1)OCc1ccccc1 (stereo not given)	-0.7%	-3.7%	-0.9	651	-0.2%	0.5%	9.0%	2.8%	10.0%	1.1
41	Clc1ccc(OCCN2CCCCC2)c(Cl)c1	1.0%	-9.5%	-1.6	715	0.1%	-2.0%	6.5%	1.0%	14.3%	1.2
42	CN(Cc1ccc(OCC(O)CN2CCCCC2)cc1)Cc1ccnc2ccccc12 (stereo not given)	-8.4%	10.9%	-49.1	577	-0.2%	18.3%	-0.1%	-2.6%	-1.0%	1.1
43	Cc1ccc(NC(=O)COC(=O)c2ccccc2Nc2ccccc2)cc1	-0.7%	2.9%	15.7	591	4.4%	1.7%	-8.5%	4.2%	-3.5%	1.1
44	CCN1C(=O)C(O)(CC(=O)c2cccc(-n3cccc3)c2)c2ccccc21 (stereo not given)	-11.5%	20.9%	-2.1	733	0.0%	21.1%	-4.1%	6.7%	2.2%	1
45	Cc1cc(C)c2nc(N3CCC(C(=O)NCc4ccccn4)CC3)sc2c1	-4.9%	3.3%	5.1	686	0.1%	-1.5%	2.5%	7.9%	-0.4%	1.1
46	COc1ccc(Cl)cc1CN1CCOCC1	.	.	-5.4	596	0.2%	.	-0.5%	7.8%	-4.7%	.
47	O=C(COC(=O)c1cc(=O)[nH]c(=O)[nH]1)Nc1cccc(S(=O)(=O)N2CCCCC2)c1	-3.5%	3.7%	3.1	601	0.6%	-4.6%	2.0%	5.0%	14.4%	1.1
48	O=C(OCC#CCSc1nnc(-c2ccc(Br)cc2)o1)c1ccco1	-13.5%	11.1%	.	.	0.5%	16.2%	9.2%	0.4%	11.8%	1.1
49	CCS(=O)(=O)Nc1c(C(=O)O)[nH]c2ccccc12	-3.2%	9.3%	.	.	0.3%	-1.9%	1.8%	2.5%	9.8%	1
50	Cc1ccc(S(=O)(=O)Cn2nnnc2C(c2ccc(F)cc2)N2CCCCC2)cc1 (stereo not given)	1.2%	12.8%	.	.	6.9%	13.7%	1.1%	2.0%	-13.0%	1
51	Cc1ccc(CNCc2cccnc2)cc1	-5.0%	-2.3%	1.6	790	1.5%	2.3%	-3.0%	6.3%	-13.6%	1
52	C=CCN(CC=C)CCOc1ccccc1F	-6.5%	-13.2%	2.6	630	0.1%	-5.4%	-2.8%	2.5%	6.8%	1
